ABHD4 inh: ABHD4 (mouse) inhibition, primary FP screen; inhibition, % at 8.92 µM; purified mABHD4, FP-Rh probe fluorescence polarization; Q8VD66; 370,000 compounds, 0.54% hits;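 active means inhibition exceeding the mean over every tested compound plus 3 SD, cut at about 30% in these data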;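 further: 0% = plate median of compound wells and 100% = S159A mutant with DMSO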
Target sequence (Q8VD66 whole entry, looked up): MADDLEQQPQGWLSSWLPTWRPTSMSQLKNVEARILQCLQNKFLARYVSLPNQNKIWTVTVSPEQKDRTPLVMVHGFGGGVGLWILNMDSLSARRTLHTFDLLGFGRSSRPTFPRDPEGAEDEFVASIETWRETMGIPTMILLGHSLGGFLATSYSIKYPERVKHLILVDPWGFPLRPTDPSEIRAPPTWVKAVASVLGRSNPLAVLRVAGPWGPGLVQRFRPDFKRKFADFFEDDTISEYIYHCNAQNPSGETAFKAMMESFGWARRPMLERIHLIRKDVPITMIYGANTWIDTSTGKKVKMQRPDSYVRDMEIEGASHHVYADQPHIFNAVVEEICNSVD
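system = mouse ABHD4 enzyme, wild type | medium = HEPES pH 7.0, NaCl, Pluronic buffer | also added = FP-Rh probe | incubation = Enzyme–compound pre-incubation 45 min, then probe 60 min, both 25 °C | technique = fluorescence polarization, excitation 525 nm, emission 598 nm, BODIPY TMR filters | controls = S159A mutant high control, sample median low control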
MBD2 DNA inh: inhibitors of human MBD2 binding to methylated oligonucleotide | AID 686964 | TR-FRET | inhibition, % at 4.4 µM | 370,000 compounds, 0.31% hits; in the data active means inhibition above about 13%
rCAG binder: r(CAG) repeat RNA binding | TO-PRO-1 dye displacement fluorescence | inhibition, % at 3 µM | 370,000 compounds, 1.3% hits | AID 651821;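 active means inhibition above the plate cutoff, the mean of all test compounds on that plate plus 3 SD, cut at about 35% in these data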;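 further: 0% = DMSO alone and 100% = 100 µM mitoxantrone as full dye displacement; higher means more dye released from RNA so lower well fluorescence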
PRMT1 inh: blocks human protein arginine methyltransferase 1 | Q99873 | recombinant PRMT1, activity-based probe fluorescence polarization | inhibition, % at 2.79 µM | 370,000 compounds, 1.3% hits | AID 652257;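 active means inhibition above about 21% made by adding two undisclosed values, limit read from the data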
SIAE inh: inhibitors of human sialic acid acetylesterase SIAE; AID 1053197; inhibition, % at 9.66 µM; SIAE FP-Rh probe binding, fluorescence polarization; 370,000 compounds, 0.69% hits;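 active means inhibition above a cutoff: mean of compounds within the control limits plus 3 SD of those, cut at about 17% in these data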;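 further: 0% = plate median of compound wells and 100% = probe without SIAE protein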
UHRF1 binding: human UHRF1 methylated DNA binding inhibitors | 370,000 compounds, 0.75% hits | UHRF1 binding to methylated oligo, TR-FRET | inhibition, % at 4.4 µM; in the data active means inhibition above about 21%;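 further: UHRF1 SRA domain binding a hemimethylated CpG hairpin DNA probe; 0% = median of test compound wells and 100% = reference inhibitor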
GC-B act: GC-B (human) receptor activation; 370,000 compounds, 0.11% hits; activation, % at 10 µM; HEK293-GC-B cells, CNP EC30, cGMP TR-FRET; 0% at EC30 CNP, 100% saturating CNP; P20594;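 active means activation at 10 µM reaching about 35% in either raw or pattern-adjusted values, limit read from the data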
TCR-CD3 inh: human TCR-CD3 binding inhibition; TAMRA-labeled TCR probe fluorescence, biochemical; inhibition, % at 9.4 µM; 360,000 compounds, 0.37% hits; in the data active means inhibition above about 19%;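 further: recombinant mutant TCR 2C K166C tagged with TAMRA read by polarization; 0% = receptor in buffer alone and 100% = receptor with positive control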
NPR1 activator: GC-A (human) enzyme activation; HEK293 GC-A cells, cGMP TR-FRET, EC30 ANP; 0% at EC30 ANP, 100% saturating ANP; 370,000 compounds, 0.14% hits; activation, % at 10 µM; P16066; in the data active means activation above about 40%
HTRA1 inhibitor: blocks human HTRA1 serine peptidase | AID 504803 | recombinant HTRA1, FP-rhodamine activity-based probe, fluorescence polarization | inhibition, % at 5.96 µM | 340,000 compounds, 0.5% hits; in the data active means inhibition above about 36%;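 further: 0% = enzyme with DMSO and 100% = wells lacking enzyme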
Target sequence (Q92743 whole entry, looked up): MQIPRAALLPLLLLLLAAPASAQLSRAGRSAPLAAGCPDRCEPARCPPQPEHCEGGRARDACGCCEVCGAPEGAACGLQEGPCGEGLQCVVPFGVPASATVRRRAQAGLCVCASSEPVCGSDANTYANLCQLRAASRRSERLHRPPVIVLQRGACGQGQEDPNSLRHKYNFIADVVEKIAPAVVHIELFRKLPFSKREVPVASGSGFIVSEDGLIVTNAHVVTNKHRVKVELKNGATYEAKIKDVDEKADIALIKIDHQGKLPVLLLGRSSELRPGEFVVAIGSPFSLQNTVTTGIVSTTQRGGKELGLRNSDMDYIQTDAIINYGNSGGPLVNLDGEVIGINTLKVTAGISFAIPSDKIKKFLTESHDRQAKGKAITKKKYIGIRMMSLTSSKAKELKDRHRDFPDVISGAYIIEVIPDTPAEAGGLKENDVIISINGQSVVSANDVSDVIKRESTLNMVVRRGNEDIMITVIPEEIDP
* = called active by the depositor; · = not tested or not shown. These rows are one share of the data; count on the stated rates, not on these rows.

compound	ABHD4 inh	MBD2 DNA inh	rCAG binder	PRMT1 inh	SIAE inh	UHRF1 binding	GC-B act	TCR-CD3 inh	NPR1 activator	HTRA1 inhibitor
CC[C@H](NC(=O)[C@@H](Cc1ccccc1)NC(=O)[C@H]1O[C@@H](n2cnc3c(=O)[nH]c(N)nc32)[C@H](O)[C@@H]1O)c1ccccc1	8	-1	6	5	4	0	25	-3	21	·
COc1cc(OC)cc(N(C(=O)c2snc(C(N)=O)c2N)C(C(=O)NCC2CCCO2)c2ccc(C)o2)c1 (centres undefined)	5	-5	10	3	7	2	-3	7	-15	8
Cc1nn(CCOc2cccc(Cl)c2)c(C)c1[N+](=O)[O-]	0	-5	-3	-1	6	3	-8	-1	-6	-8
CCC1Cc2[nH]c(=S)[nH]c(=O)c2C(c2ccc(F)cc2)O1 (centres undefined)	1	-2	4	0	5	-1	5	1	1	·
CC(=O)Nc1c(-c2ccc(C)cc2)nc2ccc(Cl)cn12	-4	-3	3	-4	-1	-1	4	8	2	2
COc1ccc(CN2C(=O)C(CC(=O)NCCc3ccccn3)CC(C(=O)N(C(C)C)C(C)C)=C2C)cc1 (centres undefined)	8	8	-1	5	13	-1	4	0	2	2
Cc1ccc2nc(NC(=O)CSCC(=O)OCC(=O)c3ccc(Br)cc3)sc2c1	-12	2	14	3	-7	8	-15	6	19	-7
COc1ccc([N+](=O)[O-])cc1NS(=O)(=O)c1cc(C(=O)O)ccc1OC	-1	-3	2	-1	7	1	2	5	3	5
COc1cccc(-c2n[nH]c(=S)n2Cc2ccco2)c1	-8	2	6	16	-4	3	-2	-4	4	-1
Cc1ccc(S(=O)(=O)N2CN(Cc3ccco3)c3nc4ccccc4nc32)cc1C	-15	3	12	8	-8	3	5	3	2	-21
COc1ccc(OCC(=O)N/N=C(/C)Cc2ccccc2)cc1	-5	-1	-4	-4	-5	1	-5	4	1	-2
COc1ccccc1C(=O)C1CCCN(Cc2cccc(OCCO)c2)C1 (centres undefined)	-5	-5	-4	2	2	0	1	-4	-6	3
COc1cc(CNC(=O)c2cc3ccccc3oc2=O)cc(OC)c1OC	2	-2	-8	-3	-1	-3	-1	2	1	1
O=C(Nc1ccc(Nc2ccncc2)cc1)c1ccc(Nc2ccnc3ccc([N+](=O)[O-])cc23)cc1	1	16*	20	-5	11	32*	4	3	3	18
C/C(=N\NC(=O)Cc1ccc(F)cc1)c1ccc(O)cc1	5	-1	-3	-1	11	2	-3	6	1	6
CC(=O)Nc1ccc(/C=C(\C#N)C(=O)NCc2ccccc2)cc1	1	-3	8	2	-1	8	2	5	1	-3
CN(C)C(=O)c1cn(-c2ccccc2)nc1-c1cc2ccccc2oc1=O	-8	-6	-4	-4	-1	-2	-2	2	-4	-1
C[C@H](CO)N1C[C@H](C)[C@H](CN(C)C(=O)Nc2ccc(C(F)(F)F)cc2)Oc2c(NC(=O)c3ccncc3)cccc2C1=O	-2	-2	-3	0	0	-4	0	3	-4	3
COc1c(-c2ccccc2)oc2c(ccc3occc32)c1=O	-4	-2	1	-1	-4	-2	10	-7	0	-14
N=c1c2c3c(sc2ncn1CCN1CCOCC1)CCCC3	-5	1	-3	-3	0	-1	-5	4	7	-7
O=C(CCNC(=O)Cn1ccc2ccccc2c1=O)NCCCN1CCOCC1	-1	-5	2	7	-1	0	-3	0	0	-6
CCCCc1ccc(Nc2nc(CCC)cc(=O)[nH]2)cc1	-4	0	28	-1	10	-1	3	-1	-5	-20
COc1cc(/C=C/C(=O)O[C@H]2[C@H](O[C@@H]3O[C@@H](C)[C@H](O)[C@@H](O)[C@H]3O)[C@@H](O)[C@H](OCCc3ccc(O)c(OC)c3)O[C@@H]2CO)ccc1O	-6	2	1	-2	1	1	6	5	6	3
Fc1c(F)c(C(F)(F)F)c(F)c(F)c1N/N=C\c1cccs1	1	-4	26	1	13	-3	-6	7	1	16
Cc1ccc(S(=O)(=O)NCCNc2ccc([N+](=O)[O-])cc2C(F)(F)F)cc1	-5	4	8	2	-4	0	-8	5	-4	-31
O=c1c2ccccc2c(C=Nc2ccc(O)cc2)c(O)n1Cc1ccccc1	8	1	2	0	13	3	1	0	-7	-14
O=C(N/N=C/c1ccco1)c1ccn[nH]1	0	-7	-1	2	3	0	2	5	5	-10
O=C(Oc1c(CN2CCOCC2)cc(Cl)c2cccnc12)c1ccccc1Br	3	2	-1	5	-3	-4	-10	-9	-6	39*
CCSc1nnc(NC(=O)[C@@H](NC(=O)c2ccccc2)C(C)C)s1	1	1	3	0	-2	-2	-1	0	-1	-2
NC(=O)C1CCCN(CC(O)COCc2ccc(Cl)cc2)C1 (centres undefined)	5	1	-1	-3	0	-3	3	13	3	9
CCN(CC)C(=O)c1cccc(NC(=O)c2ccccc2OCc2c(C)noc2C)c1	2	-5	-7	-3	5	-1	5	0	2	9
CCN(Cc1ccc2c(c1)OCO2)C(=O)CSc1nc(C)nc2sc(C)c(C)c12	1	0	1	-4	-1	0	2	-1	0	-5

Whole records, quoted from the list. Values in the order: ABHD4 inh, MBD2 DNA inh, rCAG binder, PRMT1 inh, SIAE inh, UHRF1 binding, GC-B act, TCR-CD3 inh, NPR1 activator, HTRA1 inhibitor
CCN(CC)C(=O)c1cccc(NC(=O)c2ccccc2OCc2c(C)noc2C)c1 across the screens: 2, -5, -7, -3, 5, -1, 5, 0, 2, 9
Cc1ccc(S(=O)(=O)NCCNc2ccc([N+](=O)[O-])cc2C(F)(F)F)cc1 across the screens: -5, 4, 8, 2, -4, 0, -8, 5, -4, -31

The list goes on.
compound	ABHD4 inh	MBD2 DNA inh	rCAG binder	PRMT1 inh	SIAE inh	UHRF1 binding	GC-B act	TCR-CD3 inh	NPR1 activator	HTRA1 inhibitor
C=CCOc1c(CNc2ccc(S(N)(=O)=O)cc2)cccc1OC	-2	-1	2	-1	1	1	1	7	-2	-4
Cc1cccc(NC(=O)CN2CCN(C(=O)c3c(C)nn(Cc4ccccc4)c3C)CC2)c1C	-1	-5	2	-3	0	-1	2	4	-2	4
C=CCn1c(C(C)NC(=O)c2ccccc2)n[nH]c1=S (centres undefined)	-3	-2	-1	-6	8	-3	2	-6	3	10
Cc1ccccc1S(=O)(=O)N1CCCc2nc(-c3ccc(F)cc3)ccc21	-8	4	2	-3	5	-1	0	6	3	·
CN(CCOc1ccc(Cl)cc1)C(=O)C1=CC=CN2CCS(=O)(=O)N=C12	0	4	2	1	-3	-2	0	3	3	9
CCCC(=O)NC1CCc2cc(OC)c(OC)c(OC)c2-c2ccc(OC)c(=O)cc21 (centres undefined)	3	-3	8	1	2	2	2	-10	1	12
Cc1ccc(NC(=O)/C(C#N)=C/c2ccsc2)c(C)c1	1	3	-4	-3	5	0	0	-4	-5	2
CC1(c2ccc([N+](=O)[O-])cc2)NC(=O)N(CC(=O)Nc2cccnc2Cl)C1=O (centres undefined)	-1	-1	0	-3	-8	0	0	4	4	-3
Cc1cccc(C)c1C(O)c1ncc(-c2ccc(Cl)cc2)[nH]1 (centres undefined)	0	3	1	-2	6	-1	-8	2	0	·
Cc1cc2c(C)cc(=O)oc2c2c1NCCC2	12	-9	-3	0	7	-6	-1	1	7	3
C#CCOCCOCCOCCNc1nc(N2CCOCC2)nc(N2CCN(C(=O)[C@H](Cc3ccc(O)cc3)n3cc([C@@H](N)CC(C)C)nn3)CC2)n1	-2	-4	0	0	4	-2	4	10	1	-2
Cc1cc(OCC(=O)N(Cc2ccco2)c2c(N)n(Cc3ccccc3)c(=O)[nH]c2=O)ccc1Cl	-5	1	9	1	-12	3	1	3	0	-2
COC1=CC(=O)C[C@@H](C)[C@]12Oc1c(Cl)c(OC)cc(OC)c1C2=O	-17	3	2	5	-5	5	2	6	-4	1
COc1ccc(-n2cnnc2SCC(=O)Nc2cccc(S(N)(=O)=O)c2)cc1	-5	0	5	0	-4	1	1	2	-2	5
COc1ccc(CCn2c(=N)c(C(=O)NC3CCCC3)cc3c(=O)n4cccc(C)c4nc32)cc1	8	-1	11	2	5	-5	-5	-3	11	-5
COc1cccc(OCC(Cn2cnc3ccccc32)OC(C)=O)c1 (centres undefined)	4	3	-9	2	-4	1	0	-1	2	1
CN(C)C(=O)c1cc(C(=O)c2ccc(F)cc2F)c[nH]1	-2	-1	4	-1	-3	-1	-1	4	2	-5
CNCCC(Oc1ccccc1OC)c1ccccc1 (centres undefined)	-2	0	3	-2	-4	2	-10	-3	-13	7
CCOC(=O)CCN1C(=O)c2ccccc2Sc2ncccc21	1	2	-4	-2	2	-2	4	-7	-4	7
CC(=O)NS(=O)(=O)c1ccc(NC(=O)c2cccc(S(=O)(=O)N3CCc4ccccc43)c2)cc1	-15	-1	42*	0	-1	2	6	1	-1	-8
O=C(O)c1ccc(N=C2c3ccccc3-c3ccccc32)cc1	6	1	2	-3	-1	3	1	4	4	0
Cc1cccc(NC(=O)C2CCC(CNC(=O)[C@@H]3Cc4ccccc4CN3)CC2)c1 (some centres undefined)	3	1	-7	0	4	3	0	-2	5	-7
COCCCNC(=O)COc1ccc2oc3c(c2c1)CCCC3	3	4	-2	-1	10	0	0	0	1	1
O=C(NNS(=O)(=O)c1cc(Cl)cc(Cl)c1)c1sccc1-n1cccc1	-4	2	29	-3	9	-2	1	-3	2	-4
COc1ccccc1-n1c(SCC(=O)Nc2ccc(NC(C)=O)cc2)nc2c([nH]c3ccccc32)c1=O	-3	0	9	-1	-6	0	-4	4	-4	-25
O=C(Nc1ccccc1C(=O)N1CCOCC1)c1ccco1	2	-1	4	1	1	1	7	3	3	0
COc1ccc(OC)c(NC(=O)CS(=O)(=O)Cc2nc(-c3ccccc3C)oc2C)c1	-1	-2	3	-1	0	1	-5	4	-11	-1

Screening data (PubChem)
